NPR1 activator = GC-A (human) enzyme activation; 370,000 tested, 0.14% active; P16066; HEK293 GC-A cells, cGMP TR-FRET, EC30 ANP; 0% at EC30 ANP, 100% saturating ANP; activation, % at 10 µM; in the data active = activation above about 40%
TCR-CD3 inh = inhibitors of human TCR-CD3 interaction. TAMRA-labeled TCR probe fluorescence, biochemical. inhibition, % at 9.4 µM. 360,000 tested, 0.37% active. AID 651800; in the data active = inhibition above about 19%;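 also: recombinant mutant TCR 2C K166C tagged with TAMRA read by polarization; 0% = receptor in buffer alone and 100% = receptor with positive control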
mABHD4 FP = inhibitors of mouse ABHD4. Q8VD66. purified mABHD4, FP-Rh probe fluorescence polarization. inhibition, % at 8.92 µM. 370,000 tested, 0.54% active;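 active = inhibition exceeding the mean over every tested compound plus 3 SD, cut at about 30% in these data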;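 also: 0% = plate median of compound wells and 100% = S159A mutant with DMSO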
Target sequence (Q8VD66 whole entry, looked up): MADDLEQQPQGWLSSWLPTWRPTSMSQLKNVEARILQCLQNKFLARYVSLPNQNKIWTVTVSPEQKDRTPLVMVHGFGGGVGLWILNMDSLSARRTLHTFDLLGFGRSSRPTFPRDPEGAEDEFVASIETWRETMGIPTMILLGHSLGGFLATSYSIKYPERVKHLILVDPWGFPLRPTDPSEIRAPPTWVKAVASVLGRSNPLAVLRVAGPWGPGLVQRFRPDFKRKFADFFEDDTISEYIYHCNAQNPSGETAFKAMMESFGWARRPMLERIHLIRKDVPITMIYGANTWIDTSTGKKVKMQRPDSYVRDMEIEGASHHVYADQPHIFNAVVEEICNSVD
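System: mouse ABHD4 enzyme, wild type / Medium: HEPES pH 7.0, NaCl, Pluronic buffer / Reagent: FP-Rh activity-based fluorescent probe / Control set: S159A mutant high control, sample median low control / Detection: fluorescence polarization with parallel and perpendicular emission, 525/598 nm / Schedule: 45 min + 60 min at 25 °C / Compound dosing: 8.92 µM, single dose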
HTRA1 inhibitor = blocks human HTRA1 serine peptidase; recombinant HTRA1, FP-rhodamine activity-based probe, fluorescence polarization; inhibition, % at 5.96 µM; 340,000 tested, 0.5% active; in the data active = inhibition above about 36%;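 also: 0% = enzyme with DMSO and 100% = wells lacking enzyme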
rCAG binder = molecules binding r(CAG) RNA repeats | r(CAG) RNA repeat, TO-PRO-1 dye displacement fluorescence | inhibition, % at 3 µM | 370,000 tested, 1.3% active;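 active = inhibition above the plate cutoff, the mean of all test compounds on that plate plus 3 SD, cut at about 35% in these data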;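 also: 0% = DMSO alone and 100% = 100 µM mitoxantrone as full dye displacement; higher means more dye released from RNA so lower well fluorescence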
PRMT1 inh = blocks human protein arginine methyltransferase 1; Q99873; 370,000 tested, 1.3% active; inhibition, % at 2.79 µM; recombinant PRMT1, activity-based probe fluorescence polarization; AID 652257;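 active = inhibition above about 21% made by adding two undisclosed values, limit read from the data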
MBD2 inh = MBD2-methylated oligo binding inhibition. TR-FRET, MBD2 binding to methylated oligonucleotide. inhibition, % at 4.4 µM. 370,000 tested, 0.31% active. Q9UBB5; in the data active = inhibition above about 13%
Target sequence (Q9UBB5 whole entry, looked up): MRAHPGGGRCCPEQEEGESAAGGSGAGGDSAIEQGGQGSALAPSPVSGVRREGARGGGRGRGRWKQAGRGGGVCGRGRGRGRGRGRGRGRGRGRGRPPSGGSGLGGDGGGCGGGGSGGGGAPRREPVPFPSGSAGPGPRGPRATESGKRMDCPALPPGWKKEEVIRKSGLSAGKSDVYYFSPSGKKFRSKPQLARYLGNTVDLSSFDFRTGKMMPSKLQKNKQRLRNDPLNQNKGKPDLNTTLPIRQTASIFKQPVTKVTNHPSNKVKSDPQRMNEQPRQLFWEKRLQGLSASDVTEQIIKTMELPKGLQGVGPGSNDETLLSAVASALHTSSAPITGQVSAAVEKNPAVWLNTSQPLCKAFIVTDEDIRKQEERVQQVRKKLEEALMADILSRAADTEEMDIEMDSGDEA
GC-B act = GC-B (human) receptor activation; P20594; HEK293-GC-B cells, CNP EC30, cGMP TR-FRET; 0% at EC30 CNP, 100% saturating CNP; activation, % at 10 µM; 370,000 tested, 0.11% active; AID 1920062;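 active = activation at 10 µM reaching about 35% in either raw or pattern-adjusted values, limit read from the data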
UHRF1 MBD2 ctr = UHRF1 methyl-DNA binding inhibition; Q96T88; UHRF1 binding to methylated oligo, TR-FRET; inhibition, % at 4.4 µM; 370,000 tested, 0.75% active; in the data active = inhibition above about 21%;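 also: UHRF1 SRA domain binding a hemimethylated CpG hairpin DNA probe; 0% = median of test compound wells and 100% = reference inhibitor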
SIAE inh = inhibitors of human sialic acid acetylesterase SIAE | SIAE FP-Rh probe binding, fluorescence polarization | inhibition, % at 9.66 µM | 370,000 tested, 0.69% active;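 active = inhibition above a cutoff: mean of compounds within the control limits plus 3 SD of those, cut at about 17% in these data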;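 also: 0% = plate median of compound wells and 100% = probe without SIAE protein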
* = called active by the depositor; i = inactive; . = not tested or not shown. An excerpt; count on the stated rates, not on these rows.

SMILES	NPR1 activator	TCR-CD3 inh	mABHD4 FP	HTRA1 inhibitor	rCAG binder	PRMT1 inh	MBD2 inh	GC-B act	UHRF1 MBD2 ctr	SIAE inh
Cc1cc(=O)n2c(C(=O)Nc3ccc(C)c(C)c3)c(C(=O)Nc3ccccc3)sc2n1	-9	2	-9	0	-1	-3	2	-7	-1	-19
CCOc1ccc(NC(=O)CCn2c(=O)[nH]c3ccsc3c2=O)cc1	-7	2	3	2	0	-4	1	2	0	0
Cc1ccc(Cl)c(OCC(=O)NN2CCN(C)CC2)c1	2	-1	-1	0	-6	2	6	0	3	0
C=CCNC(=S)N/N=C1\CCS(=O)(=O)c2ccccc21	1	-1	10	0	0	1	3	2	1	2
c1ccc(CNc2ccc3c(c2)ncn3C2CCCCC2)nc1	4	-6	4	-3	-8	0	3	3	-2	7
Cc1c(NC(=O)CSc2nc3ccccc3c(=O)n2C(C)C)c(=O)n(-c2ccccc2)n1C	-3	13	-1	10	-3	-3	4	-1	-1	1
COc1ccccc1NC(=O)CN1CCN(CC(=O)Nc2ccc(OCc3ccccc3)cc2)CC1	2	0	-5	2	3	1	3	5	6	1
CS(=O)(=O)c1ccc(Cl)c(NC(=O)COC(=O)c2cccc(S(=O)(=O)N3CCCC3)c2)c1	0	10	1	3	-1	-2	1	1	-1	17
Nc1cc(Cl)ccc1N1CCCCCC1	-1	-5	-5	5	0	4	-1	1	1	-1
CCNC(=S)NS(=O)(=O)c1ccc(CC)cc1	1	4	3	4	-2	0	0	11	-2	1

Next part; it opens with the 4 that closed the last part.
SMILES	NPR1 activator	TCR-CD3 inh	mABHD4 FP	HTRA1 inhibitor	rCAG binder	PRMT1 inh	MBD2 inh	GC-B act	UHRF1 MBD2 ctr	SIAE inh
COc1ccccc1NC(=O)CN1CCN(CC(=O)Nc2ccc(OCc3ccccc3)cc2)CC1	2	0	-5	2	3	1	3	5	6	1
CS(=O)(=O)c1ccc(Cl)c(NC(=O)COC(=O)c2cccc(S(=O)(=O)N3CCCC3)c2)c1	0	10	1	3	-1	-2	1	1	-1	17
Nc1cc(Cl)ccc1N1CCCCCC1	-1	-5	-5	5	0	4	-1	1	1	-1
CCNC(=S)NS(=O)(=O)c1ccc(CC)cc1	1	4	3	4	-2	0	0	11	-2	1
CCOc1ccc(/C=C2\SC(=S)N(CC(=O)Nc3ccccn3)C2=O)cc1	-1	-4	4	-24	4	4	1	-3	0	-3
O=C(O)c1cscc1-c1cccc2ccccc12	0	4	2	6	1	-3	-11	-3	-1	13
O=C(CN1C(=O)C2CC=CCC2C1=O)Nc1nc(-c2ccc(F)c(F)c2)cs1 (stereo unspecified)	35	-2	-18	-21	4	0	2	6	-4	-2
O=[N+]([O-])c1ccccc1Oc1ccc(C(F)(F)F)cn1	2	-4	-2	1	0	2	5	-1	2	-9
COc1ccc(CCC(=O)Nc2c(C)n(C)n(-c3ccccc3)c2=O)cc1	2	1	5	-1	-2	-2	-4	5	-1	8
Cc1ccc(S(=O)(=O)Cn2nnnc2C(C(C)C)N2CCC(O)CC2)cc1 (stereo unspecified)	0	-4	1	-2	-3	-1	7	3	3	-1
CN(c1cccc(NC(=O)CN(c2ccc(Cl)c(Cl)c2)S(=O)(=O)c2ccccc2)c1)S(C)(=O)=O	-4	-7	-32	-45	9	2	1	0	5	-33
CCOc1ccc(/C=N/NC(=O)C2CC2)cc1OC	6	0	7	2	1	-1	-4	9	2	1
CCN1CCN(c2cc(-c3ccccc3)nc3cc(-c4cccc(F)c4)nn23)CC1	-5	0	-12	-89	3	3	1	-18	3	-9
CN(C(=O)c1ccc2c(c1)OCO2)C1CCCCC1	1	2	-4	-1	2	-2	4	-6	0	4
Nc1ccc(C(=O)N/N=C2\CCCc3c2[nH]c2ccccc32)cc1	-11	2	-1	-1	5	-2	-3	-5	5	2
COc1cc2c3c(c1)-c1c(sn(-c4cc(OC)ccc4OC)c1=S)C(C)(C)N3C(=O)C2=O	0	-1	15	2	7	3	-3	-5	-1	-2
CC(C)=C1C2CCC1C1C(=O)N(c3ccc4c(c3)OCO4)C(=O)C21 (stereo unspecified)	2	-1	0	8	-3	-3	-4	3	-1	-1
CCN(c1ccccc1)S(=O)(=O)c1ccc(C(=O)Nc2ncccc2O)cc1	2	-3	-10	0	2	-1	1	-4	-3	-4
Cc1[nH]c2ccc(C(=O)N3CCC(C(N)=O)CC3)cc2c1C	-2	-7	7	5	2	3	3	2	2	-2
C=CCNC(=O)c1ccc(C2SCC(=O)N2Cc2ccccc2)cc1 (stereo unspecified)	.	1	-9	-2	2	4	0	.	4	-8
O=C(CN1CCN(c2ccccc2)CC1)N1CCc2[nH]c3ccccc3c2C1	-2	22*	5	8	-4	2	-8	1	-7	4
CCN(CC(=O)Nc1c(F)cccc1F)C(=O)CNC(=O)c1ccc2c(c1)OCO2	-4	5	4	0	1	-1	-4	6	0	2
CC(=NCCc1ccccc1)C1=C(O)COC1=O	7	-5	-1	0	-4	0	2	5	0	3
Cn1cnnc1SCC(=O)Nc1ccccc1F	0	-3	7	-5	0	1	1	-3	0	-3
CCN1CCN(C(c2cccs2)C(C)NS(=O)(=O)c2ccc(Br)cc2)CC1 (stereo unspecified)	-22	4	-6	5	-6	0	4	-12	0	2
COC(=O)c1ccc(CN2CCN(CC(C)C)C(CCO)C2)cc1 (stereo unspecified)	0	5	-1	9	-6	-4	-11	-1	-2	5
NC(=O)NS(=O)(=O)Oc1ccccc1	-3	-10	-7	-3	2	2	4	3	4	8
CCOc1ccc(S(=O)(=O)Nc2ccccc2C(=O)N2CCCC2)cc1	1	-5	2	-3	4	1	2	5	0	-5
CCOC(=O)c1c(NC(=O)COC(=O)CCNS(=O)(=O)c2ccccc2)sc(C(=O)N(C)C)c1C	-2	7	4	-8	-3	-1	1	-3	-4	-7
CC(=O)OCC(=O)C1(O)CCC2C3CC(F)C4=CC(=O)CCC4(C)C3C(=O)CC21C (stereo unspecified)	-1	-3	0	-6	-1	3	0	0	-1	3
CC(=O)N1CCN(S(=O)(=O)c2cccc(C(=O)NNC(=O)Cn3nc(C)cc3C)c2)CC1	2	2	5	-2	3	0	-3	0	4	4
NS(=O)(=O)c1ccc(NC(=O)COC(=O)c2cn(-c3ccccc3)nc2-c2ccc(F)cc2)cc1	-5	-12	-28	-21	16	1	4	-6	-1	-45
O=C(Nn1cnc2ccccc2c1=O)c1ccc([N+](=O)[O-])cc1Cl	-3	6	5	0	0	2	1	1	0	-7
CC(=O)Nc1ccc(/C(C)=N/NC(=O)c2ccc(CN3CCOCC3)cc2)cc1	-7	-3	-4	0	-3	3	1	1	0	-6

Records above that bear a hit mark in TCR-CD3 inh.
canonical_smiles | NPR1 activator | TCR-CD3 inh | mABHD4 FP | HTRA1 inhibitor | PRMT1 inh | MBD2 inh | GC-B act | UHRF1 MBD2 ctr | SIAE inh
O=C(CN1CCN(c2ccccc2)CC1)N1CCc2[nH]c3ccccc3c2C1 | -2 | 22* | 5 | 8 | 2 | -8 | 1 | -7 | 4

Remaining list, next part:
SMILES	NPR1 activator	TCR-CD3 inh	mABHD4 FP	HTRA1 inhibitor	rCAG binder	PRMT1 inh	MBD2 inh	GC-B act	UHRF1 MBD2 ctr	SIAE inh
Cc1cc(/C=C2\SC(=S)NC2=O)cc(C)c1O	3	-26	-31	-59	-3	1	-2	-1	-4	-56
Cc1nc(N)sc1C(=O)NN	3	8	1	.	-2	-4	-1	2	-3	7
O=C(CCl)N=c1sccn1Cc1ccc(Cl)cc1Cl	2	0	0	-6	-3	-2	0	7	1	-3
Cc1ccnc(SC2CC(=O)N(c3ccc(Br)cc3)C2=O)n1 (stereo unspecified)	-1	5	-5	-4	-2	6	1	-1	-2	-10
O=S(=O)(Cc1ccccc1)N1CCN(Cc2c(F)cccc2Cl)CC1	5	1	2	8	-5	-1	3	6	0	2
CCNc1nc(NCC)n2c(SCC(=O)Nc3ccc(C)cc3Br)nnc2n1	-28	4	3	1	3	0	3	-15	-1	0
COc1ccc(C(=O)COC(=O)C(C)N2C(=O)C3C4CCC(C4)C3C2=O)cc1 (stereo unspecified)	1	-2	1	2	-3	-2	3	6	-4	-9
CC(C)(C)OCC1CO1 (stereo unspecified)	-1	-12	0	9	0	0	8	-11	-1	0
COc1ccc(-n2c(SCC(=O)NCCC(C)C)nc3ccsc3c2=O)cc1	-2	7	4	-2	-5	20	0	2	3	1
Cc1ccc(S(=O)(=O)/C=C2\OCc3ccccc32)cc1	6	-2	-8	.	5	4	-2	-4	2	0
Nn1c(SCC(=O)Nc2ccc(F)c(F)c2)nnc1C1CCCCC1	-2	-4	4	1	-4	-4	2	-3	2	1
CC1CCN(C(=O)CSc2nnc(Cc3cccn3C)n2-c2ccc(F)cc2)CC1	1	2	-3	-6	4	-3	0	2	0	9
COC(=O)c1ccc(NC(=O)CCCCCn2nnc3ccccc3c2=O)cc1	4	-5	3	-12	0	-1	2	-2	2	-4
COc1cccc(C(=O)NCC(=O)OCC(=O)Nc2cc(OC)c([N+](=O)[O-])cc2C)c1	-4	-2	6	-2	2	-1	4	-2	6	-3
Cc1nc(Cc2nnc(SCC(=O)N3CCN(c4ccc(F)cc4)CC3)o2)cs1	-1	7	-4	-3	-2	1	0	-4	0	-1
CC(=O)Nc1cccc(NC(=O)c2c(-c3c(Cl)cccc3Cl)noc2C)c1	2	6	-8	-5	-1	-2	0	-2	0	0
COc1ccc(N2CCN(C(=O)CSc3ccc(C)cc3)CC2)cc1	-3	-4	7	-8	-5	0	0	-6	1	-3
Cc1ccc2c(c1)nnn2C1CCN(CC(=O)NNC(=O)c2ccco2)CC1	-4	2	0	1	-1	-4	-5	-1	1	-2
S=c1nc(C2CC2)n(-c2ccccc2)[nH]1	1	-6	-4	4	2	2	-4	-1	3	9
CC(=O)Nc1ccc(OCCOc2ccc([N+](=O)[O-])cc2)cc1	6	3	-3	3	1	-2	5	-3	-2	9
Cc1cc(SCC(=O)NC2(C#N)CCCCC2)nc2c(C)cccc12	12	-14	-1	-31	-1	0	4	12	-2	6
CN(C)C(=O)c1cc([N+](=O)[O-])cc([N+](=O)[O-])c1N(C)C	7	-3	4	3	-1	-1	-1	1	-2	0
Cc1ccc2c(c1)c(/C=C/c1cc[n+](C)cc1)c(C)n2C	-15	-9	-18	-5	i	-45	-54	-10	-202	-11
Cc1cccc(NC(=O)c2ccc(F)c(S(=O)(=O)NCc3ccco3)c2)c1	-6	6	-15	-13	7	-6	-2	7	7	0
CCCCc1cc(=O)oc2cc(C)cc(OC(C)C(=O)NCC3CCC(C(=O)O)CC3)c12 (stereo unspecified)	-2	2	19	-2	10	1	1	-10	2	-6
O=C(Nc1cccc(C(=O)N2CCOCC2)c1)c1cncc(Br)c1	-4	-4	-3	5	-1	-4	-1	4	-4	9
O=C(NC1CCCCCC1)c1cc(=O)[nH]c2ccc(S(=O)(=O)N3CCOCC3)cc12	3	0	5	6	8	1	6	-4	2	9
COc1ccc(S(=O)(=O)N(C)C[C@H]2Oc3ccc(NC(=O)c4ccncc4)cc3C(=O)N([C@H](C)CO)C[C@@H]2C)cc1	0	3	-3	4	1	-5	4	-2	-4	-4
CC1CCCC(C)N1/N=C/c1ccccc1Br (stereo unspecified)	2	-3	2	3	-3	-1	-3	2	2	4
Cc1ccsc1-c1nc(CN2C[C@@H](C)O[C@@H](C)C2)c(C)o1	1	8	2	6	-5	0	-3	4	-1	2
CC(NC(=O)C(=O)N1CCCCC1)C(c1cccs1)N1CCN(c2ccccc2F)CC1 (stereo unspecified)	-3	7	2	-1	-2	0	2	1	2	-2
CC(NCCOc1ccccc1F)C(=O)Nc1ccc(S(N)(=O)=O)cc1 (stereo unspecified)	4	10	-4	0	14	-2	-5	0	1	-5
